AMA1 RON2 block – qHTS for Inhibitors of AMA1-RON; Towards Development of Antimalarial Drug Lead: Primary Screen; AID 720542, 2013; Plasmodium falciparum AMA1 (3D7) - RON2 peptide interaction; AlphaScreen AMA1-biotinylated RON2 peptide binding; Potency, µM (top dose mostly 58.2 µM), for inactives: at the highest dose activity change, negative = inhibition, hits mostly inhibitors; 360,000 compounds, 0.2% hits;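 note: potency is the fitted concentration of half-maximal effect; 0% = vehicle wells and -100% = peptide control; nearly all actives have a fitted effect of over 45% in size; some results filed as inactive show a strong effect at the top dose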
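AMA1 (3D7) with his tag at 25 nM final met compounds first, then biotinylated RON2 peptide at 25 nM; detection used donor plus acceptor beads, 10 µg/mL apiece, read by AlphaScreen after 30 min at room temperature.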
HCMV antiviral – qHTS Assay for inhibitors of the human cytomegalovirus (HCMV) | activity change, negative = inhibition, % at 57.5 µM | HFF cells, HCMV-luciferase reporter, 72 h; stronger effect = lower value | 410,000 compounds, 4.5% hits; in the data active = activity change below about -60%; inconclusive = no clear call, values can overlap the other calls; inactive = above about -39%
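Compounds were evaluated in HFFs infected with an HCMV luciferase reporter virus (MOI 1 PFU/cell). Luciferase in lysates collected 72 h post infection served as the replication measure.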
Sm TGR block – qHTS Assay for the Inhibitors of Schistosoma Mansoni Peroxiredoxins. purified TGR, DTNB reduction, TNB absorbance 405 nm. Potency, µM (highest dose often 114 µM), for inactives: at the highest dose activity change, negative = inhibition, hits mostly inhibitors. 360,000 compounds, 3% hits. AID 485364, 2010; note: potency is the fitted concentration of half-maximal effect; nearly all actives have a fitted effect of over 60% in size
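TGR 20 nM + NADPH 100 uM (dispensed conc.), cpd preinc 15 min RT; start with NADPH (500 uM addition) then DTNB (15 mM addition). Kinetic TNB absorbance, 405 nm filter. Four-parameter Hill fit across titration.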
AmpC no deterg – qHTS Inhibitors of AmpC Beta-Lactamase (assay without detergent) | AmpC nitrocefin hydrolysis, absorbance 480 nm, 0.0001% Triton | AID 485341, 2010 | Potency, µM (highest dose often 57.1 µM), without a hit: at the highest dose activity change, negative = inhibition, hits mostly inhibitors | 330,000 compounds, 0.52% hits | P00811;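 note: potency is the fitted concentration of half-maximal effect; plate controls were no compound for no effect and no enzyme for full effect; nearly all actives have a fitted effect of over 20% in size; some results filed as inactive show a strong effect at the top dose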
Target sequence (P00811 whole entry, looked up): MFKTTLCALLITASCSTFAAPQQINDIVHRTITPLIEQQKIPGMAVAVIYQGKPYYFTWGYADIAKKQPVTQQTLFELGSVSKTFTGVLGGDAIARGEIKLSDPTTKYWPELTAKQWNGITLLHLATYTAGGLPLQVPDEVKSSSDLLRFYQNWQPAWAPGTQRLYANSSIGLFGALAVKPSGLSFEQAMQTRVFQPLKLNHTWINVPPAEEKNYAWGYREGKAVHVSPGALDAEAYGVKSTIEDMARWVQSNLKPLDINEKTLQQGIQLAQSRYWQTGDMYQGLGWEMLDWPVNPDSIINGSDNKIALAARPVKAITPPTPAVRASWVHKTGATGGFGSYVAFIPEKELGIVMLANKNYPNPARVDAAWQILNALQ
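20 mM phosphate pH 7.0 + 0.01% (detergent screen) or 0.0001% Triton X-100; 5.3 nM AmpC reagent; cpd preinc 15 min RT; nitrocefin (800 uM stock) to start; A480 q20 s × 4 min; Activity was normalised to no-enzyme and no-compound control wells.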
AmpC inh detg – qHTS Inhibitors of AmpC Beta-Lactamase (assay with detergent). P00811. Potency, µM (series often up to 114 µM), for the others: top-dose activity change, negative = inhibition, hits mostly inhibitors. 370,000 compounds, 0.041% hits. AmpC hydrolysis of nitrocefin, absorbance 480 nm, 0.01% Triton;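 note: potency is the fitted concentration of half-maximal effect; 0% = no-compound wells and -100% = no-enzyme wells; nearly all actives have a fitted effect of over 25% in size; some results filed as inactive show a strong effect at the top dose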
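AmpC (5.3 nM in the dispensed reagent) in 20 mM phosphate pH 7.0 with 0.01% (detergent screen) or 0.0001% Triton X-100 was preincubated with compounds for 15 min at room temperature. Nitrocefin was then added from an 800 uM solution, and hydrolysis was followed at 480 nm.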
FBPA Giardia inh – qHTS Assay for Inhibitors of Fructose-1,6-bisphosphate Aldolase from Giardia Lamblia | Potency, µM (top dose mostly 59.6 µM), without a hit: top-dose activity, negative = inhibition, hits mostly inhibitors | purified Giardia FBPA | AID 2451, 2010 | 290,000 compounds, 0.71% hits | A8B2U2; note: potency is the fitted concentration of half-maximal effect; nearly all actives have a fitted effect of over 55% in size
Target sequence (A8B2U2 whole entry, looked up): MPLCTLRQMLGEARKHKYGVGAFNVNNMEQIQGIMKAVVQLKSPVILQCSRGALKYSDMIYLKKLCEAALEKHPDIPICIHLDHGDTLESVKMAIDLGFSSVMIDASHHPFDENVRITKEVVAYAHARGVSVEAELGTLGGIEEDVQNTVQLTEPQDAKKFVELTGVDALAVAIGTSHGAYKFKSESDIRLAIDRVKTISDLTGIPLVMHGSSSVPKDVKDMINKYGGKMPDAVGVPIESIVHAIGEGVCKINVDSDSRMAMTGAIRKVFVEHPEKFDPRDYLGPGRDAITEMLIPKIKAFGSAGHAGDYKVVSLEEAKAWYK
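Giardia FBPA (40 nM reagent) was preincubated 10 min at RT with compound (up to 57.5 uM final), then substrate plus GAPDH/TPI/NAD/arsenate coupling system with diaphorase/resazurin was added; resorufin fluorescence (525/598 nm) was read after 20 min.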
The depositor's hits bear a star; ? = inconclusive; . = not tested or not shown; & = joins results of further samples; [ ] = another dose, or the depositor's remark. Unless noted, calls come from the whole dose curve; as a rule, active = well fitted curve in the direction sought with a large enough effect; inconclusive = small, poorly fitted or top-dose-only effect, or another doubt; inactive = no such curve, though single readings can be large; an effect the other way counts as inactive or inconclusive. Unless noted, % is set by controls: 0 for no effect and ±100 for the full control effect.

Start of the listing, in advance, 3 compounds:
SMILES	AMA1 RON2 block	HCMV antiviral	Sm TGR block	AmpC no deterg	AmpC inh detg	FBPA Giardia inh
CCCNC(=O)C1=CC(c2ccc3c(c2)OCO3)=NS(=O)(=O)N1C	.	-6.5	-3.3%	.	3.2%	.
Cc1cccc(C)c1NC(=O)c1ccc(CN2CCc3ccccc3C2)cc1	-8.0%	-30.4	0.4%	-5.2%	3.1%	-8.2%
O=C(CSc1oc(-c2ccco2)nc1S(=O)(=O)c1ccc(Cl)cc1)c1ccccc1	.	-0.1	-4.0%	.	19.3%	.

The listing, previewed entries included:
SMILES	AMA1 RON2 block	HCMV antiviral	Sm TGR block	AmpC no deterg	AmpC inh detg	FBPA Giardia inh
CCCNC(=O)C1=CC(c2ccc3c(c2)OCO3)=NS(=O)(=O)N1C	.	-6.5	-3.3%	.	3.2%	.
Cc1cccc(C)c1NC(=O)c1ccc(CN2CCc3ccccc3C2)cc1	-8.0%	-30.4	0.4%	-5.2%	3.1%	-8.2%
O=C(CSc1oc(-c2ccco2)nc1S(=O)(=O)c1ccc(Cl)cc1)c1ccccc1	.	-0.1	-4.0%	.	19.3%	.
COC(=O)c1ccc(NS(=O)(=O)c2cc(-c3cc(C)no3)ccc2OC)cc1	-2.9%	-1.3	-16.6%	-2.9%	0.3%	-8.0%
COc1ccc(N2CC(C(=O)Nc3ccc(S(=O)(=O)N4CCCCC4)cc3)CC2=O)cc1 (stereo not drawn)	-1.5%	-34.7	1.3%	7.9%	-5.1%	3.3%
Cc1ccc(C(=O)NNC(=O)CCn2nnc3ccccc32)cc1	36.8%[activator]	-3.2	24.2%	-0.2%	-0.8%	0.0%
O=C(O)/C(=C\c1cn(-c2ccccc2)nc1-c1ccc(Cl)cc1)NC(=O)c1ccccc1	0.6%	-6.1	-16.3%	-23.7%	-6.7%	0.3%
COCCCn1c(=O)/c(=C\c2ccccc2OC(F)F)s/c1=C(/C#N)C(=O)NCCOC	-0.8%	0.0	6.0%	-1.8%	5.1%	-5.3%
C/C(=N/Nc1ccc(Cl)cc1)c1cnnc(-c2ccccc2)n1	11.9%	79.2	-10.6%	-10.8%	-10.8%	0.9%
CC(=O)Nc1ccc(C(=O)OCC(=O)NCc2ccccc2)cc1	9.2%	-24.7	-5.3%	-2.7%[2.29 µM]	-0.8%	1.5%
CN(CC(O)COc1ccc(S(=O)(=O)N2CCOCC2)cc1Cl)C1CCCCC1 (stereo not drawn)	5.8%	-16.7	10.4%	-4.0%	1.3%	0.5%
Cc1ccc2c(c1)N(CC(=O)N1CCCC1)C(=O)CO2	0.1%	7.9	-3.9%	-4.2%	-2.9%	6.5%
Cc1cc2oc(=O)sc2cc1NS(=O)(=O)c1cccc2cccnc12	19.3%	2.8	-1.1%	-43.0%	-0.3%	-3.7%
Cn1cc(C(=O)c2ccc(F)cc2)cc1-c1nc2ccccc2n1C	-17.4%	?	-8.0%	-4.0%	-14.5%	-8.1%
CC(C)=CCN1CCN(Cc2ccc(Sc3nncn3C)o2)CC1CCO (stereo not drawn)	8.3%	-1.5	-11.5%	-5.6%	-1.5%	2.4%
COc1ccc(N2CCN(C(=O)c3ccc(N4CCCCS4(=O)=O)cc3)CC2)cc1	-1.3%	2.5	-9.1%	43.9%	-10.5%	-6.2%
COC(=O)c1cc2sccc2n1Cc1ccc(F)cc1Cl	.	-20.4	-6.9%	.	7.2%	.
COC(=O)c1c(NC(=O)COC(=O)CCS(=O)(=O)c2ccc(C)cc2)sc(C)c1C	9.2%	-3.1	-0.1%	-13.4%	-1.6%	-3.1%
Cc1csc(NC(=O)CSc2ncc(-c3ccccc3)[nH]2)n1	-25.1%	-98.4*	-15.2%	-13.6%	-8.6%	-4.8%
CCC(C)NS(=O)(=O)c1ccc(S(=O)(=O)N(CC(=O)Nc2ccccc2)CC2CCCO2)cc1 (stereo not drawn)	4.6%	?	-1.6%	-19.1%	-14.0%	1.6%
C=CCn1c(Cc2ccccc2)nc2c(cnn2-c2ccccc2)c1=O	10.3%	?	-9.0%	0.5%	-5.2%	13.3%
O=C(NCC(=O)N1CCN(c2ncccn2)CC1)c1ccc(F)cc1	2.9%	0.0	?	3.4%	7.1%	.
Cc1ccccc1NC(=S)NCc1ccc2c(c1)OCO2	-18.7%	5.6	-1.6%	-30.4%	-0.1%	1.7%
COc1ccccc1-n1c(SCC(N)=O)nc2sc3c(c2c1=O)CCC3	-3.9%	0.0	21.4%	-9.3%	-0.4%	17.3%
OC(CNCC1CCCO1)COc1ccc(OCC(O)CNCC2CCCO2)cc1 (stereo not drawn)	1.2%	.	?	-3.1%	2.3%	1.3%
CCCNC(=O)c1ccc(Cn2c(=S)[nH]c3c([nH]c4ccc(OC)cc43)c2=O)cc1	37.4%[activator][2.32 µM]	-0.6	6.5%	33.6%	10.3%	-2.9%
C#CCOCCOCCOCCNc1nc(N2CCN(C(=O)CCCCCCCCCCNC(=O)[C@@H](CCSC)n3cc(CCO)nn3)CC2)nc(N2CCN(C(=O)CCCCCCCCCCNC(=O)[C@H](CO)n3cc(CCCCCN)nn3)CC2)n1	-19.2%	.	-17.1%	226.1%[activator]	-3.7%	.
COc1ccc(NC(=O)c2cc3c(-c4ccccc4F)nn(C)c3s2)c(OC)c1	.	-17.6	-0.4%	.	5.7%	.
O=C(Nc1nccs1)NC(C(F)(F)F)C(F)(F)F	9.6%	18.8	-9.6%	-3.8%	-3.6%	-0.3%
CCN1CCn2c3c(c4cccc(C)c42)CCCC31 (stereo not drawn)	-29.7%	2.0	-4.2%	0.0%	-1.1%	?
CCN(CC)C(=O)c1cnn(-c2ccccc2)c1NC(=O)c1ccccc1F	-1.9%	-5.2	-3.7%	-11.5%	?	6.8%
CCOC(=O)C(=NC(C)CC)NNc1cccc(C(F)(F)F)c1 (stereo not drawn)	-11.9%[11.6 µM]	-30.9	-25.8%	-5.1%	-1.5%	-7.6%
O=C(Cc1c(O)c2ccccc2[nH]c1=O)OC1CCCCC1	-4.3%	-1.4	1.4%	-21.1%	-13.0%	-3.2%
CCOC(=O)c1c(NC(=O)c2cccs2)sc2c1CC(C)(C)OC2	34.1%[activator]	-34.3	10.3%	-19.4%	-8.4%	0.3%
Cc1ccc(-c2nc(CS(=O)(=O)CC(=O)NCc3ccc4c(c3)OCO4)c(C)o2)cc1	-14.1%	-36.0	20µM*	-11.6%	-6.8%	.
Cc1ccc(F)c(CNC(=O)C2CCC(=O)N(CCN3CCOCC3)C2)c1F (stereo not drawn)	7.6%	37.1	-11.4%	4.6%	-14.6%	.
CN1/C(=C\C(=O)C[n+]2cccc(C(N)=O)c2)C(C)(C)c2ccccc21	-13.0%	-32.9	9.8%	19.1%	-6.8%	-1.9%
CCc1cccc(NC(=O)Cn2c(=O)c3cccn3c3ccccc32)c1	0.2%	-31.7	-15.9%	-14.1%	-2.3%	.
CCOc1ccc(NC(=O)CN2C(=O)CCSc3ccc(S(=O)(=O)N4CCCC4)cc32)cc1	-5.7%	3.7&-1.5	3.4%&0.0%	-23.1%	0.3%&1.6%	.
O=C(c1ccc([N+](=O)[O-])o1)N1CCN(c2nc3c(Cl)cccc3s2)CC1	0.1%	?	-20.4%	-20.9%	-16.2%	.
COc1ccc(Cn2c(=S)[nH]c3cc(C(=O)N4CCN(c5ccccc5)CC4)ccc3c2=O)cc1	35.2%[activator]	14.6	-10.7%	-3.4%	7.1%	12.3%
Cc1[nH]ccc(=O)c1OCc1c(F)cccc1Cl	-10.6%	-11.1	3.8%	-6.3%	-6.6%	5.0%
C=CCn1c(COc2ccc(F)cc2)nnc1SC(C)C(=O)NCC1CCCO1 (stereo not drawn)	-5.1%	-16.5	-2.5%	55.6%	-0.4%	.
CN1CCN(C2=C(Cl)C(=O)N(Cc3ccccc3)C2=O)CC1	-3.2%	-10.0	-12.4%	15.1%	-15.0%	-6.9%
CCCCCOC(=O)Cn1c(N2CCCCCC2)nc2c1c(=O)[nH]c(=O)n2C	-0.8%	-33.6	0.0%	-0.9%	-11.2%	7.3%
CCN(CC)c1ccc(/C=N/N2CCN(Cc3ccccc3Cl)CC2)c(O)c1	-4.9%	-0.1	9.3%	-4.0%	3.7%	-8.4%
COc1ccc(-c2csc(NC(=O)CCN3C(=O)C4CC=CCC4C3=O)n2)cc1OC (stereo not drawn)	-10.3%	4.2	-0.8%	40.7%	-20.7%	.
O=C(Nc1cccc(C(=O)O)c1)/C(=C\c1ccc2c(c1)OCO2)NC(=O)c1ccc(Br)cc1	9.7%	-16.6	-2.2%	-50.7%	-9.2%	?
Cc1ccc(-n2ncc3c(N4CCN(c5ccc(F)cc5)CC4)ncnc32)c(C)c1	25.5%	?	-11.2%	-34.3%	-10.5%	8.9%
COc1cccc(CN(CC(=O)NC2CCCC2)C(=O)Cn2nnc(-c3cccs3)n2)c1	-10.7%	13.5	1.2%	-24.2%	-4.0%	3.8%
CSc1cccc(NC(=S)NC(=O)CCc2ccccc2)c1	80.7%[activator]	89.0	?	-15.8%	-10.9%	-0.8%
O=C(COC(=O)c1cccc(C(F)(F)F)c1)NC(=O)NC1CCCC1	7.2%	-38.9	.	-17.1%	.	.
COCCNC(=O)C(=O)NNC(=O)CCc1ccccc1	18.0%	-12.1	-2.6%	-16.1%	-1.6%	-13.5%
CC(C)NC(C(=O)Nc1cc(Cl)cc(Cl)c1)c1ccccc1 (stereo not drawn)	1.2%	-12.6	0.9%	-4.7%	1.5%	-0.2%
O=P(Oc1ccccc1)(Oc1ccccc1)N1CCN(c2ccc(F)cc2)CC1	-22.5%	9.8	49.3%[activator]	66.2%[activator]	1.4%	-2.0%
COc1ccc(NC(=S)NNC(=O)c2cccnc2)cc1OC	58.5%[activator]	-25.1	3.0%	4.5%	-2.7%	-4.0%
COc1ccc(C(=O)N/C(=C/c2cccnc2)C(=O)NCc2ccco2)cc1OC	-3.1%	-4.8	-5.3%	-12.0%	0.7%	4.5%
Cc1ccc(-c2nc(NC(=O)CSc3nc(C)nc4sc5c(c34)CCCC5)ns2)cc1	.	-11.8	3.0%	.	22.4%	.
COc1ccc(/C(C)=N/Nc2nc3ccccc3n3cnnc23)cc1OC	58.0%[activator]	128.4	-14.2%	2.3%	-7.3%	?
COc1ccc(NC(=S)N2CCC(C(O)(c3ccccc3)c3ccccc3)CC2)cc1	6.7%	-17.0	-10.7%	-29.3%	-14.8%	6.7%
CCCN1C(=O)N(c2cccc(C)c2)C(C)(O)CC1(C)C (stereo not drawn)	0.2%	7.7	10.2%	18.6%	-5.9%	6.7%

From PubChem BioAssay
